Bioassay records: PubChem, National Center for Advancing Translational Sciences (NCATS)
Pf growth 96h: Primary qHTS for delayed death inhibitors of the malarial parasite plastid, 96 hour incubation. Potency, µM (titrated, usually from 28.7 µM), inactives show at the top dose activity change, negative = inhibition, hits mostly inhibitors. P. falciparum luciferase reporter growth, 96 h. 320,000 compounds, 6.9% hits; note: potency is the fitted concentration of half-maximal effect; % is set by controls: 0 for no effect and ±100 for the full control effect
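Luminescence readout: decreased luciferase signal marks inhibited growth of reporter-expressing P. falciparum in infected red cells (2% hematocrit, 0.05% parasitemia final), exposed to compound two generations (96 h, 37 C, 5% CO2).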
LmPK inh: qHTS Assay for Inhibitors of Leishmania Mexicana Pyruvate Kinase (LmPK); Potency, µM (doses to about 57.5 µM), for inactives: top-dose activity change, negative = inhibition, actives largely listed as inhibitors; AID 1721, 2009; purified LmPK, Kinase-Glo ATP luminescence, 1 h; Q27686; 290,000 compounds, 0.37% hits; note: potency is the fitted concentration of half-maximal effect; % is set by controls: 0 for no effect and ±100 for the full control effect
Target sequence (Q27686 whole entry, looked up): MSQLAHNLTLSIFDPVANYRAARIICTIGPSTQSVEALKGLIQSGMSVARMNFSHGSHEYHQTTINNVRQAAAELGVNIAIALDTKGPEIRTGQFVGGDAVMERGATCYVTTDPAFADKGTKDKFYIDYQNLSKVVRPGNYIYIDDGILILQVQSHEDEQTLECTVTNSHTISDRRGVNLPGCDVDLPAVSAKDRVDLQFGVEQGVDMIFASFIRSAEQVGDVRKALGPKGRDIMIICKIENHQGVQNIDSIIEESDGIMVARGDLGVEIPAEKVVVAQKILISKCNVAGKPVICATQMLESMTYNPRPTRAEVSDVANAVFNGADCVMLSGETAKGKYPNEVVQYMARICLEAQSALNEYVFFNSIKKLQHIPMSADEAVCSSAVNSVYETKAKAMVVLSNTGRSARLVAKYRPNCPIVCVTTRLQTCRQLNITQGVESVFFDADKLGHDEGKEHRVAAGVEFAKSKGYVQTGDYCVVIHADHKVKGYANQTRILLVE
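Purified LmPK (0.1 nM) with 0.5 mM PEP and 0.1 mM ADP in imidazole buffer pH 7.2 with MgCl2/KCl, 1 h at room temperature. ATP formed was read by luciferase luminescence and normalized to no-enzyme and uninhibited controls.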
Pf growth 48h: Primary qHTS for delayed death inhibitors of the malarial parasite plastid, 48 hour incubation | P. falciparum luciferase growth in erythrocytes, 48 h | Potency, µM (titrated, usually from 28.7 µM), for the others: top-dose activity change, negative = inhibition, actives largely listed as inhibitors | 310,000 compounds, 5.9% hits | AID 504832, 2011; note: potency is the fitted concentration of half-maximal effect; % is set by controls: 0 for no effect and ±100 for the full control effect
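Luminescence readout; reporter = integrated firefly luciferase in P. falciparum. RBC culture at 2% hematocrit, 0.1% parasitemia final, 37 C/5% CO2; decreased signal taken as growth inhibition.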
Cycloheximide cs: Cycloheximide Counterscreen for Small Molecule Inhibitors of Shiga Toxin; 300,000 compounds, 12% hits; cell reporter, cycloheximide protein synthesis inhibition counterscreen; max response, %; AID 2314, 2010; in the data active = max response mostly above about 13%, no sharp cut-off; inactive = mostly below about 14%; note: read at 38.3 µM for the half of the compounds with a filed dose; 0% is about no effect
TbPYK inhibitor: qHTS of Trypanosoma Brucei Inhibitors | pyruvate kinase (Trypanosoma brucei), Q57TT1 | TbPYK enzyme, Kinase-Glo Plus ATP luminescence, 45 min | Potency, µM (titrated, usually from 76.8 µM), without a hit: at the highest dose activity, negative = inhibition, hits mostly inhibitors | 410,000 compounds, 0.12% hits | AID 624173, 2012; note: potency is the fitted concentration of half-maximal effect; % is set by controls: 0 for no effect and ±100 for the full control effect; nearly all actives have a fitted effect of over 50% in size
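Luminescence from Kinase-Glo Plus, added after a 45-minute room-temperature reaction, served as the end-point read-out. The enzyme and substrate were preincubated with compound before ADP (130 uM final) initiated turnover. Concentration-effect curves came from normalized qHTS data.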
AmpC inh no detg: qHTS Inhibitors of AmpC Beta-Lactamase (assay without detergent); P00811; AID 485341, 2010; Potency, µM (top dose mostly 57.1 µM), inactives show at the top dose activity change, negative = inhibition, actives largely listed as inhibitors; AmpC nitrocefin hydrolysis, absorbance 480 nm, 0.0001% Triton; 330,000 compounds, 0.52% hits;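 note: potency is the fitted concentration of half-maximal effect; plate controls were no compound for no effect and no enzyme for full effect; nearly all actives have a fitted effect of over 20% in size; some results filed as inactive show a strong effect at the top dose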
Target sequence (P00811 whole entry, looked up): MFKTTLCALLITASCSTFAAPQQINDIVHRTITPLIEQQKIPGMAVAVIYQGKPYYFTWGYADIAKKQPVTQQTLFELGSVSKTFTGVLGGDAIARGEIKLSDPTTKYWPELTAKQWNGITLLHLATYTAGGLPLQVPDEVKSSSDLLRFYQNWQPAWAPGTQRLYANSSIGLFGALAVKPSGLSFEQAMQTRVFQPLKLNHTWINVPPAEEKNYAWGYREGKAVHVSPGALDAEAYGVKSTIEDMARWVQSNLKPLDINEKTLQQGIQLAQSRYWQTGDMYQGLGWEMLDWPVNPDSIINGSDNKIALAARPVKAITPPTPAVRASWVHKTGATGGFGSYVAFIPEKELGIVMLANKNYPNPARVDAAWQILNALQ
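AmpC (5.3 nM in the dispensed reagent) in 20 mM phosphate pH 7.0 with 0.01% (detergent screen) or 0.0001% Triton X-100 was preincubated with compounds for 15 min at room temperature. Nitrocefin was then added from an 800 uM solution, and hydrolysis was followed at 480 nm.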
Shiga inhibitor: A qHTS for Small Molecule Inhibitors of Shiga Toxin; 290,000 compounds, 9.2% hits; Vero cells, Shiga toxin protein synthesis inhibition reporter; AID 2315, 2010; inhibition, % at 38.7 µM; in the data active = inhibition mostly above about 28%, no sharp cut-off; inactive = mostly below about 43%; note: 0% is about no effect
Active calls of the source: *; ? = inconclusive; . = no result given; & = joins results of further samples; [ ] = another dose, or the depositor's remark. Unless noted, calls come from the whole dose curve; as a rule, active = well fitted curve in the direction sought with a large enough effect; inconclusive = small, poorly fitted or top-dose-only effect, or another doubt; inactive = no such curve, though single readings can be large; an effect the other way counts as inactive or inconclusive. Random draw from the library; about 22% have a hit in one of these screens.

entry	SMILES	Pf growth 96h	LmPK inh	Pf growth 48h	Cycloheximide cs	TbPYK inhibitor	AmpC inh no detg	Shiga inhibitor
1	Cc1ccc(S(=O)(=O)N2CCN(C(=O)C(Cc3ccccc3)NC(=O)c3ccccc3)CC2)cc1 (centres undefined)	8.3µM*	.	?	.	7%	-9%	.
2	Cc1[nH]c(=O)[nH]c(=O)c1NC(=O)c1cccs1	.	-7%	7%	-3	1%	-15%	-2
3	CN1C(C(=O)NCc2cccc(C(F)(F)F)c2)CC2Cn3c(nc4ccccc43)C21 (centres undefined)	42%[activator]	-1%	?	-4	3%	87%[activator]	-10
4	Cc1cccc(N(CC(O)CN(C)C)S(=O)(=O)c2ccccc2)c1 (centres undefined)	.	-7%	4%	-5	-12%	-28%	-18
5	CCc1ccccc1NC(=O)CNC(=O)CNC(=O)C1CCCCC1	-15%	.	-22%	.	-2%	0%	.
6	CC1CCN(C(=O)CCNS(=O)(=O)c2ccc(Br)cc2)CC1	?	.	?	.	-4%	10%	.
7	CN(CC(=O)Nc1ccc(S(=O)(=O)N2CCCC2)cc1)Cc1cccc(Cl)c1Cl	9.3µM*	2%	-28%	1	-8%	35%	-4
8	CCOc1cc(Cl)c(S(=O)(=O)NCc2cccnc2)cc1Cl	-16%	3%	41%[activator]	2	10%	12%	12
9	CCOC(=O)c1c(-c2ccccc2)csc1NC(=O)CSc1ccccc1	15%	-1%	?	5	-12%	-25%	8
10	Cc1nc(SCC(=O)c2ccccc2)c(C#N)c(-c2ccco2)c1C(=O)NCc1ccco1	?	1%	9.3µM*	13	-14%	-21%	33
11	Cc1ccc(NC(=O)COC(=O)CNC(=O)c2ccc(Cl)cc2Cl)cc1S(=O)(=O)N1CCOCC1	-9%	.	-1%	.	0%	41%	.
12	CCOc1ccc2[nH]c(=O)c(CN(CC3CCCN3CC)C(=O)NCc3ccccc3)cc2c1 (centres undefined)	10%	-1%	-16%	-3	3%	35%	-14
13	Cc1cc2n(n1)C(c1ccc3c(c1)OCO3)Nc1ccccc1-2 (centres undefined)	27%	6%	42%[activator]	11	-5%	-4%	-2
14	O=C(O)C1CC(=O)N(C2CCCCC2)C1c1ccccc1 (centres undefined)	32%[activator]	0%	.	-2	6%	-4%	-9
15	COc1ccc(C(=O)NCc2c(C)oc(C)c2C(=O)O)cc1	-6%	0%	2%	-4	-2%	-17%	.
16	COCCNC(=O)c1ccc2c(=O)n(CCOC)c(=O)[nH]c2c1	13%	-4%	42%[activator]	-4	-15%	-13%	-4
17	Cn1c(=O)n(C)c2cc(S(=O)(=O)O)ccc21	?	-3%	40%[activator]	-4	8%	-3%	-8
18	CCN(Cc1ccccc1)S(=O)(=O)c1cc2[nH]c(=O)c(=O)[nH]c2cc1C	?	2%	-18%	1	1%	-25%	-2
19	CCOc1ccccc1C(=O)N(CN1CCCC1=O)c1ccc(C)c(Cl)c1	?	3%	?	2	0%	84%[activator]	-6
20	CCOC(=O)N1CCN(C(=O)Cn2ccc3c(OC)cccc3c2=O)CC1	?	5%	-3%	10	6%	-4%	19
21	COCCNc1nc(N)c([N+](=O)[O-])c(NCCO)n1	31%[activator]	1%	13%	4	-10%	-5%	-2
22	Cc1nn(C)c(C)c1NC(=O)CSc1nnc(C)n1-c1ccccc1	-20%	1%	-10%	1	-15%	1%	21
23	COc1ccccc1/C=C/CN1CC(C)OC(C)C1 (centres undefined)	19%	-6%	8%	-3	1%	-13%	-13
24	Cc1cc(C)n(Cc2ccc(C(=O)O)cc2)n1	-18%	-5%	.	-2	-6%	-14%	4
25	Cc1cc2cc(CCNS(C)(=O)=O)c(=O)[nH]c2cc1C	.	-2%	2%	-1	-2%	-23%	-10
26	CP(=O)(COC(=O)c1ccccc1)COC(=O)c1ccccc1	27%	2%	21%	-2	-4%	20%	-4
27	Cc1ccc(S(=O)(=O)N2CCC(Oc3ccc(-n4cnnn4)cc3)CC2)cc1	77%[activator]	3%	-3%	-5	10%&-2%	-19%	2
28	CCOc1ccc(NC(=O)c2c3c(nc4ccccc24)CCC3)cc1	3.7µM*	2%	4.1µM*	-2	-3%	-16%	7
29	COC(=O)c1[nH]c2ccccc2c1NC(=O)c1ccccc1[N+](=O)[O-]	33%[activator]	7%	12%	-1	3%	-44%	-4
30	Nc1cc(C(=O)OCC(=O)N2CCC(Cc3ccccc3)CC2)ccc1Cl	?	.	5%	.	-22%	-22%	.
31	c1ccc(-c2ccc(CN3CCSCC3)cc2)cc1	13µM*	0%	262%[activator]	25*	-2%	-2%	77*
32	CCCC(=O)n1nc(-c2cccnc2)nc1N	104%[activator]	-1%	63%[activator]	1	.	-2%	14
33	Cn1c(-c2c(N)n(CCCc3ccccc3)c3nc4ccccc4nc23)nc2ccccc21	-6%	4%	?	1	2%	28%	91
34	Cc1cc(N/C=C2\CCCCC2=O)no1	-14%	-10%	42%[activator]	16*	1%	-3%	38
35	COC(=O)c1cccc(S(=O)(=O)N(Cc2ccco2)Cc2cc3ccc(OC)cc3[nH]c2=O)c1	.	-7%	?	-6	-13%	-6%	-24
36	CCc1cc2c(NCC(=O)O)ncnc2s1	-2%	2%	.	8	-9%	-16%	18
37	COc1ccc(Cc2nnc(NC(=O)c3ccc(Cl)c([N+](=O)[O-])c3)s2)cc1	33%[activator]	6%	6%	-5	.	-9%	-19
38	CC(=O)C1C(c2ccc(Cl)cc2)NC(=O)NC1(O)C(F)(F)F (centres undefined)	31%[activator]	-3%	12%	-3	-3%	45µM*	-1
39	CCOC(=O)N1CCN(C(=O)c2ccccc2NC(=O)COc2ccccc2C)CC1	5%	3%	.	-6	-2%	36%	-10
40	Cc1cc(C)cc(N(CC(=O)N2CCc3ccccc32)S(=O)(=O)c2c(C)noc2C)c1	?	8%	.	3	-1%	-28%	-3
41	CCCNC(=O)C1CCN(S(=O)(=O)c2ccc3nc4c(c(C(=O)O)c3c2)CCCCC4)CC1	?	0%	9%	-2	-5%	-4%	-6
42	O=C(Nc1ccc(F)cc1F)N1CCCN(c2ccc([N+](=O)[O-])cn2)CC1	?	0%	?	-2	0%	-21%	14
43	Cc1ccc(N2CCN(C(=O)c3cc(COc4c(C)cccc4C)on3)CC2)c(C)c1	-21%	-12%	2%	8	-5%	-13%	-30
44	O=C(O)CCCNc1ccc(S(=O)(=O)Nc2ccccc2C(=O)O)cc1C(=O)O	112%[activator]	14%	42%[activator]	-3	-24%	-23%	-12
45	Cc1noc(C)c1C(=O)Nc1nc(-c2ccc(F)cc2)cs1	19%	.	25%	.	0%	-23%	.
46	O=C(CCNC(=O)c1ccccc1Cl)Nc1nc(-c2ccc(F)cc2)cs1	?	7%	0%	0	-10%	-28%	-5
47	c1ccc2nc(-c3nccs3)ccc2c1	0%	-11%	56%[activator]	28*	-19%	-18%	96*
48	O=C(NCc1ccco1)C(=S)N1CCCCC1	4%	0%	3%	9	1%	-15%	-5
49	CO[C@H]1C=CO[C@@]2(C)Oc3c(C)c(O)c4c(O)c(c5c(nc6cc(C)ccn65)c4c3C2=O)NC(=O)C(C)=CC=C[C@H](C)[C@H](O)[C@@H](C)[C@@H](O)[C@@H](C)[C@H](OC(C)=O)[C@@H]1C	.	1%	.	-1	.	217%[activator]	-7
50	Cc1nnc(NC(=O)c2cc(S(=O)(=O)N3CCCCC3)ccc2Cl)s1	?	-6%	-17%	-2	1%	-26%	-27
51	N=c1c(C(=O)NCCN2CCOCC2)cc2c(=O)n3ccccc3nc2n1Cc1ccc(F)cc1	10µM*	-4%	9.3µM*	7	1%	-8%	-3
52	CCCCC(=O)NC(=S)Nc1ccc(S(=O)(=O)N2CCCC2)cc1	-10%	3%	-1%	-6	10%	13µM*	-10
53	O=C(c1cccc2ccccc12)N1CCN(c2ccc([N+](=O)[O-])c(NCc3ccco3)c2)CC1	85%[activator]	-3%	?	2	-3%	-14%	-15
54	Cc1ccccc1Nc1nc(-c2sc(NC(=O)c3ccccc3)nc2C)cs1	12µM*	-13%	9.3µM*	12	.	-27%	50*
55	O=C(CCCC(=O)NC1CCCC1)NC1CCCC1	4%	-1%	?	-4	-8%	-11%	-2
56	CCOC(=O)c1ccc(NC(=O)N2CCN(C3CCCCC3)CC2)cc1	.	2%	?	-2	-19%	-31%	-4
57	O=C(Nc1ccc2oc(-c3ccncc3)nc2c1)c1ccc2c(c1)OCO2	4%	0%	3%	-1	0%	-21%	-9
58	Fc1ccc(NCc2cccnc2)cc1F	?	-4%	.	-3	-13%	-11%	-2
59	CSC(=NC#N)N1CCN(c2ccccc2)CC1	2%	0%	45%[activator]	22	-1%	-7%	17
60	Cc1cc(OCCN2CCCCCC2)ccc1[N+](=O)[O-]	25%	-7%	4%	2	0%	-15%	-3

(next part)
entry	SMILES	Pf growth 96h	LmPK inh	Pf growth 48h	Cycloheximide cs	TbPYK inhibitor	AmpC inh no detg	Shiga inhibitor
61	CCC(CCC(=O)NNC(=O)Cc1ccc([N+](=O)[O-])cc1)C(=O)O (centres undefined)	46%[activator]	1%	-5%	-3	-1%	-17%	17
62	CCCC(C)C(=O)OCC(=O)Nc1c(Br)cc(C)cc1Br (centres undefined)	-14%	-1%	5%	-5	-5%	-14%	8
63	O=[N+]([O-])c1ccc(N2CCN(S(=O)(=O)c3ccccc3)CC2)cc1NCc1cccnc1	-1%	9%	9.3µM*	-1	8%	-17%	-4
64	CN(C)/C=C/C(=O)c1nn(-c2ccc(F)cc2)ccc1=O	33%[activator]	1%	-6%	-2	-5%	-11%	-6
65	COc1ccc(-c2[nH]ncc2CNCCCSC)cc1F	5.2µM*	2%	-3%	1	8%	-11%	-10
66	CC1CC(C)CN(S(=O)(=O)c2ccc(NC(=O)C3COc4ccccc4O3)cc2)C1 (centres undefined)	-15%	7%	?	-1	-2%	-16%	-1
67	COc1ccc(C2C3=C(OC(C)=O)c4ccccc4C3=Nc3c2c(=O)n(C)c(=O)n3C)cc1 (centres undefined)	81%[activator]	10%&6%	?	-2&-5	-6%	1%&-11%	-7&-4
68	COc1ccc(C)cc1NC(=O)NNS(=O)(=O)c1ccc(NC(C)=O)cc1	44%[activator]	-7%	0%	-6	-8%	-13%	13
69	Cc1ccc(S(=O)(=O)c2cn(C)c3cc(N4CCN(C)CC4)c(F)cc3c2=O)c(C)c1	16%	-3%	?	-8	1%	63%[activator]	-30
70	CSCCC(NC(=O)COc1ccccc1)C(=O)O (centres undefined)	-6%	1%	7%	7	-1%	-20%	-6
71	COc1ccc(CCNC(=O)COC(=O)c2cccs2)cc1	14%	.	37%[activator]	.	0%	-8%	.
